Wnt bcat act = Wnt/beta-catenin pathway activators, primary screen, cell-based, plate reader, single point. Wnt/beta-catenin reporter cell assay, activator. activation, % at 9.35 µM. hit rate 1.2% among 300,000; in the data active means activation above about 30%, passing the limit was not always enough; inconclusive means no clear call, values can overlap the other calls;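 further: 0% = neutral control wells and 100% = positive control wells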
Rtt109 Vps75 = inhibitors of C. albicans Rtt109/Vps75 HAT, primary screen, biochemical, ThioGlo CoA-SH fluorescence, plate reader. Histone acetyltransferase RTT109 (Candida albicans (strain SC5314 / ATCC MYA-2876)), …. purified Rtt109/Vps75, 4 h. inhibition, % at 34.9 µM. hit rate 0.16% among 330,000. AID 540336, 2011;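 active means inhibition of at least 50% in every replicate; inconclusive means best replicate reaches 50% inhibition but some replicates fall short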
SR-BI DiI inh = inhibitors of SR-BI mediated HDL lipid uptake, primary screen, ldlA[mSR-BI] cells, fluorescence, single point; ldlA[mSR-BI] CHO cells, DiI-HDL uptake fluorescence, 3 h; inhibition, % at 12.5 µM; hit rate 0.96% among 320,000; AID 488896, 2010;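 active means mean replicate inhibition of at least 70% and a set share of replicates each scoring 70 or more; inconclusive means meets just one of the two criteria; inactive means fails both criteria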;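 further: 0% = median of neutral control wells and 100% = median of positive control wells; values of inactives mirror those of a sister screen read the other way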
PvdQ inh = P. aeruginosa PvdQ acylase inhibitors, primary screen, biochemical, fluorescence, plate reader and imaging, single point; PvdQ acylase [Pseudomonas aeruginosa LESB58]; purified PvdQ acylase; inhibition, % at 10 µM; hit rate 0.063% among 340,000; AID 488965, 2010; in the data active means inhibition above about 30%, passing the limit was not always enough; inconclusive means no clear call, values can overlap the other calls;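 further: 0% = vehicle neutral wells and 100% = reference inhibitor wells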
CDK5 p35 inh = inhibitors of human CDK5/p35 kinase, primary screen, biochemical, single concentration | Recombinant CDK5/p35, ADP-Glo luminescence, 60 min | hit rate 0.01% among 330,000 | Cyclin-dependent kinase 5 (Homo sapiens) + Cyclin-dependent kinase 5 activator 1 (Homo … | inhibition, % at 10 µM;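 active means highest replicate inhibition of at least 50% and at least 75% of replicates reaching 50%; inconclusive means only one of the two criteria met; inactive means both criteria failed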;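 further: plate controls were DMSO neutral control for no effect and GW8510 at 10 µM for full effect; many of its hits are not listed in these tables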
Target sequence (Q00535 whole entry, looked up): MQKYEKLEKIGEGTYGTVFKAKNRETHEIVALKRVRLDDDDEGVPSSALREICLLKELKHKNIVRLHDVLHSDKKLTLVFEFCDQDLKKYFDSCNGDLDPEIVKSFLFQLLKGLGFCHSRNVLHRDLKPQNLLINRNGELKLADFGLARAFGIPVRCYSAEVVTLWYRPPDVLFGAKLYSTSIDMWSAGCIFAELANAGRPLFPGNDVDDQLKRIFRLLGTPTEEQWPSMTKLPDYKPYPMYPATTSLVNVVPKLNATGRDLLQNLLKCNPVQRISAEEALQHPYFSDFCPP
Target sequence (Q15078 whole entry, looked up): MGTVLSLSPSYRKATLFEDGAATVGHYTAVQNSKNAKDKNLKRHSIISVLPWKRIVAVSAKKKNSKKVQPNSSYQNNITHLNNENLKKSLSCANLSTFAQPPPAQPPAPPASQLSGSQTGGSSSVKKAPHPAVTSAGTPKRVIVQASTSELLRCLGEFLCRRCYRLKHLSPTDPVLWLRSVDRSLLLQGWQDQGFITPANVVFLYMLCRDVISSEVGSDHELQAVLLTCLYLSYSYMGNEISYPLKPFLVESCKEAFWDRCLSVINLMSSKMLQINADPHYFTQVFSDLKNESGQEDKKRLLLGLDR
SR-BI DiI-HDL act = activators of SR-BI mediated DiI-HDL uptake, primary screen, ldlA[mSR-BI] CHO cells, DiI fluorescence | activation, % at 12.5 µM | AID 504775, 2011 | hit rate 0.096% among 320,000 | 3 h; 100 = double the neutral-control signal;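 active means mean replicate activation of at least 60% and every replicate at or above 60%; inconclusive means mean or all-replicate condition met, but not both; inactive means mean below 60% and not all replicates reaching 60%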;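 further: 0% = median plate neutral-control signal and 100% = twice that signal; values of inactives mirror those of a sister screen read the other way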
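System: LDL receptor-deficient CHO ldlA cells overexpressing murine SR-BI | Timing: 3 h uptake period with compound, 37 °C | Medium: HEPES-buffered (25 mM, pH 7.4) F12 plus 0.5% BSA | Dosing: Single-point compound dose | Signal: Bottom-read fluorescence, 550/595 nm | Read-out: Retained DiI signal reflecting DiI-HDL uptake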
dFosB act = activators of delta FosB homodimer, primary screen, biochemical, fluorescence polarization, TAMRA-CDK5 oligo, single point; Protein FosB (Mus musculus), P13346; purified delta FosB; percent of positive-control signal above neutral wells; activation, % at 25 µM; hit rate 0.99% among 340,000; AID 493131, 2011;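 active means mean activation above about 17%, with every replicate also reaching it, limit read from the data, passing the limit was not always enough; inconclusive means only one of the two conditions met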;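 further: fluorescence polarization rise as delta FosB binds a TAMRA Cdk5 AP-1 oligo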
Target sequence (P13346 whole entry, looked up): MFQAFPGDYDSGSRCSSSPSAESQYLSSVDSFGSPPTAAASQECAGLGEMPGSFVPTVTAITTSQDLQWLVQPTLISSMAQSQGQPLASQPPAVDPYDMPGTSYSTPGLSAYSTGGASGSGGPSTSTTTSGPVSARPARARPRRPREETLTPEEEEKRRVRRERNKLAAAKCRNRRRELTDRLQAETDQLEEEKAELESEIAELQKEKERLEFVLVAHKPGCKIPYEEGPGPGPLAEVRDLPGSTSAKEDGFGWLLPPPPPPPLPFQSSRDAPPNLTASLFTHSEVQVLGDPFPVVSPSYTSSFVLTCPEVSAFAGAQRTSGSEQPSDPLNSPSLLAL
MITF TRPM1 HTS = activators of MITF-driven TRPM1 promoter reporter, primary screen, cell-based, SK-MEL-5, luciferase, single point. SK-MEL-5 TRPM1-promoter luciferase, 24 h; % of positive control, neutral wells = 0. activation, % at 12.5 µM. hit rate 0.75% among 300,000. AID 588334, 2011;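 active means mean activation of at least 80% with every replicate also reaching 80%; inconclusive means mean reaches 80% but some replicate falls short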;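 further: 0% = neutral control wells and 100% = parthenolide positive control wells; values of inactives mirror those of a sister screen read the other way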
HTR5A ag = HTR5A agonists in luminescence cell assay, primary screen, counter-screen for OPRM1-OPRD1 heterodimer agonist project, full-deck HTS; hit rate 0.61% among 340,000; activation, % at 9.3 µM; cell-based; 5-hydroxytryptamine receptor 5A (Homo sapiens), P47898; AID 504692, 2011; in the data active means activation mostly above about 9.5%, no sharp cut-off; inactive means mostly below about 7.6%;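 further: 0% = cells with vehicle only and 100% = reference agonist; strong numbers were not always called active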
cardiac RTF act = cardiac RTF calcium sensitivity activators, primary screen, biochemical, IANBD-TnC fluorescence, EC20 calcium | activation, % at 7.2 µM | IANBD-labeled TnC RTF fluorescence at EC20 calcium; 0% EC20 calcium, 100% full calcium | hit rate 0.24% among 340,000;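 active means activation above the mean over all tested compounds plus 3 SD, cut at about 30% in these data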;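 further: rise in fluorescence read as greater calcium sensitivity of cardiac thin filaments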
* = called active by the depositor; u = inconclusive; x = not tested or not shown.

SMILES	Wnt bcat act	Rtt109 Vps75	SR-BI DiI inh	PvdQ inh	CDK5 p35 inh	SR-BI DiI-HDL act	dFosB act	MITF TRPM1 HTS	HTR5A ag	cardiac RTF act
Cc1ccc(C(=O)NCC(=O)NCC(c2ccco2)N2CCCCC2)cc1C (stereo not drawn)	2.6	56.1*	-1.5	6.0	0.6	1.5	-5.3	-5.8	1.1	3.1
COc1ccc(CSc2nc3nc(C)cc(C)n3n2)cc1F	1.8	0.1	-8.6	-8.5	-1.2	8.6	-12.2	4.4	-1.6	1.8
CCOCCCn1c(=O)c2ccccc2n2c(=S)[nH]nc12	-2.1	1.8	-9.9	-7.8	-1.9	9.9	-4.2	24.9	-0.7	1.7
CCCN1Cc2cccc(C(=O)Nc3ccc(OC)c(OC)c3)c2C1=O	-3.5	-1.8	38.2	-9.6	-2.1	-38.2	-6.5	18.0	-3.4	5.9
CCOCCCNC(=O)C1CCC(CNS(=O)(=O)c2cccc3nsnc23)CC1 (stereo not drawn)	-6.2	x	28.1	-4.6	-1.8	-28.1	-12.0	x	-2.1	-2.0
OCCCCNc1cccc2ccccc12	1.5	u	17.6	4.0	-1.8	-17.6	-5.7	-11.8	0.9	7.3
Cc1nnc(NC(=O)Cn2cnc3c2c(=O)n(C)c(=O)n3C)s1	-6.1	-0.1	-5.4	5.9	0.1	5.4	-1.2	11.1	x	1.3
CCOC(=O)CSc1nc(C)cc(C)c1C(N)=O	0.5	4.6	-25.8	-12.2	-0.3	25.8	1.9	-11.4	-3.9	4.4
Cc1ccccc1OCCN1CCC(Cc2ccccc2)CC1	-1.1	7.2	x	5.2	0.1	x	2.2	3.7	-4.3	-4.0
COc1cccc2cc(C(=O)OCC(=O)NCc3ccc4c(c3)OCO4)c(=O)oc12	-1.3	2.6	x	-12.0	-1.9	x	-8.4	45.2	0.3	0.1
Cc1cccnc1NC(=O)c1cc2ccccc2oc1=O	47.0*	2.6	-12.0	-2.3	-1.4	12.0	-3.3	11.7	-3.1	-2.8
CC1Cc2ccccc2N1C(=O)COC(=O)c1cccnc1Cl (stereo not drawn)	-4.4	19.4	3.1	3.4	-1.3	-3.1	-6.0	9.5	10.9*	11.4
Cc1ccnc(SCC(=O)c2ccc([N+](=O)[O-])cc2)n1	15.3	-11.0	-6.9	14.8	x	6.9	7.7	-14.5	2.1	4.4
O=C1OCCN1C(=O)[C@H]1[C@H](c2ccc(F)cc2)C(c2ccc(F)cc2)=NN1c1ccc(Br)cc1	x	-10.5	46.8	2.4	-1.0	-46.8	-2.3	-5.2	9.0	7.3
Cc1ccc(NC(=O)CC2C(=O)NC3CCCCC3N2C(=O)c2ccc(F)cc2)cc1C (stereo not drawn)	x	4.0	2.6	-6.5	-0.5	-2.6	-14.6	-4.8	-2.5	-5.2
Cc1cc(Cl)ccc1OCC(=O)OCC(=O)NC1CCS(=O)(=O)C1 (stereo not drawn)	0.2	-2.5	-24.7	-16.7	-0.2	24.7	-4.1	-5.3	-5.6	2.0
O=C(NCc1ccc(F)cc1)C1CCC(=O)N1CCc1ccccc1 (stereo not drawn)	-1.9	-3.1	-13.0	-9.6	1.9	13.0	1.7	x	-1.3	1.1
CC(=O)Nc1nnc(C)s1	3.3	-5.3	-19.2	-11.1	-0.3	19.2	3.5	x	-2.2	0.9
O=C(CSc1nnc(-c2ccc(O)cc2)o1)Nc1ccccc1	34.1*	4.8	17.3	-14.9	1.1	-17.3	-13.6	44.9	3.5	-7.6
CN1CCN(C(=O)c2ccccc2N(Cc2ccccc2)S(C)(=O)=O)CC1	-0.9	-11.3	x	-9.1	1.7	x	-3.7	-1.8	-0.5	2.5
O=C(CNS(=O)(=O)c1ccc(F)c(Cl)c1)N1CCCCCC1	-1.0	-1.9	-14.7	-17.6	-0.3	14.7	1.5	8.3	-3.4	-2.3
Cc1ccc(CCNC(=O)Cn2ccc3cc(S(=O)(=O)N4CCCC4)ccc32)cc1	-1.8	-4.8	24.8	-11.3	1.2	-24.8	-1.7	0.5	0.1	0.2
COc1ccc(NC(=O)CSc2nc3ccccc3c(=O)n2CCC(=O)N2CCCCC2)cc1	-2.9	-4.3	-4.9	-19.1	-4.4	4.9	-17.6	-4.9	-2.0	-0.7
CCCCCCCCCCCCCC(=O)NO	-15.0	19.9	0.0	6.3	1.9	0.0	-2.4	x	7.1	-7.7
Cc1ccc(OCC(=O)NNC(=O)C2CSC3(C)CCC(=O)N23)cc1 (stereo not drawn)	-1.4	-0.4	7.2	3.0	2.0	-7.2	6.5	2.7	-0.1	2.3
SMILES	Wnt bcat act	Rtt109 Vps75	SR-BI DiI inh	PvdQ inh	CDK5 p35 inh	SR-BI DiI-HDL act	dFosB act	MITF TRPM1 HTS	HTR5A ag	cardiac RTF act
Cc1cc(C)c(C)c(S(=O)(=O)N2CCC(C(=O)Nc3ccncc3)CC2)c1C	3.1	11.6	26.9	-15.5	-2.5	-26.9	-16.1	4.9	2.5	-3.5
CN(C)S(=O)(=O)N1CCCC(C(=O)c2ccc(C(F)(F)F)cc2)C1 (stereo not drawn)	-2.2	4.2	9.0	6.3	-1.6	-9.0	-5.9	0.9	0.2	6.6
CC(C)CCN1CCN=C1Nc1ccccc1	-2.8	-2.7	0.9	-12.1	0.7	-0.9	-3.2	13.1	6.5	2.2
COC(=O)c1ccc(CSc2nnc(Nc3cccc(OC)c3)s2)o1	x	9.5	11.1	-18.4	-4.7	-11.1	-7.4	7.5	7.9	3.4
C=CCc1cccc(Cl)c1OCCCNC1CCCC1	-0.5	-0.6	14.2	-4.0	0.4	-14.2	-1.6	7.0	-1.8	0.3
Cc1c(Nc2nc3ccccc3nc2NS(=O)(=O)c2ccccc2)c(=O)n(-c2ccccc2)n1C	-4.9	-3.3	-21.1	1.3	-0.9	21.1	0.7	-0.2	-2.9	1.2
O=C(c1cc2c(=O)n3ccccc3nc2s1)N1CCOCC1	x	-201.6	-3.4	-8.4	-0.7	3.4	-5.3	40.5	-0.4	0.6
CCOc1ccc(/C(O)=C2/C(=O)C(=O)N(CCCn3ccnc3)C2c2cccs2)cc1Cl (stereo not drawn)	17.9	8.3	-10.1	-10.1	1.1	10.1	-10.3	x	1.4	-3.1
O=C(c1ccc(S(=O)(=O)N2CCOCC2)cc1)N(c1ccc(F)cc1)C1C=CS(=O)(=O)C1 (stereo not drawn)	-2.3	-7.4	-14.9	-6.8	0.8	14.9	-4.0	2.2	-0.9	-4.0
COc1ccc(Cn2c(-c3ccc(Cl)cc3)c[n+]3ccccc23)cc1	68.9*	-2.3	-15.1	-9.8	1.0	15.0	-9.5	-27.9	1.2	0.9
O=C(Nc1cc(C(F)(F)F)ccc1N1CCOCC1)c1cccs1	-4.1	-11.8	7.0	-15.6	2.7	-7.0	-6.4	1.9	-0.8	1.2
COc1ccc(C(=O)N2CCOC2CNC(=O)C(=O)NCCc2ccccc2OC)cc1 (stereo not drawn)	2.0	0.9	-3.6	-8.9	-0.4	3.6	-7.4	-0.4	-1.4	-3.8
Cc1c(NC(=O)c2ccccc2NS(=O)(=O)c2ccc(Br)cc2)c(=O)n(-c2ccccc2)n1C	-6.2	9.5	-11.6	-11.6	-0.2	11.6	-2.2	x	-0.3	4.0
O=C(NCCCN1CCCC1=O)c1ccc2c(=O)n(-c3ccccc3F)c(=S)[nH]c2c1	-1.5	-0.7	11.4	-3.3	-1.3	-11.4	-8.0	-15.3	-2.8	9.2
O=C(NCCc1ccccc1)c1cnc2n(c1=O)CCS2	0.2	2.3	-24.3	-5.7	-0.9	24.3	-0.3	61.3	1.4	8.0
Cc1cc(-c2ccccc2)nc2cc(C(N)=O)nn12	-1.3	-12.1	x	-4.7	0.2	x	-16.4	-1.6	-7.7	2.2
CCOC(=O)c1ccc(S(=O)(=O)NCC(c2ccc(N(C)C)cc2)c2c[nH]c3ccccc23)cc1 (stereo not drawn)	-0.6	0.9	-6.0	5.0	1.1	6.0	-3.4	-4.8	3.2	-0.9
O=C(COC(=O)C1(c2ccccc2F)CCCC1)N1CCc2ccccc21	x	-22.9	-6.0	-12.3	-0.8	6.0	-0.8	6.1	0.3	1.6
O=C(NCCCN1CCCC1=O)c1ccc(S(=O)(=O)Nc2ccccc2)cc1	-5.3	-2.9	-10.8	-13.4	-0.5	10.8	-4.3	1.4	-1.4	0.7
N#CCOC(=O)[C@H](Cc1c[nH]c2ccccc12)NS(=O)(=O)c1ccc(Cl)cc1	0.9	-5.5	-2.7	-10.8	2.3	2.7	-22.6	-5.1	4.7	-1.0
CC(=O)c1cccc(NC(=O)c2oc(C)nc2C)c1	x	12.0	5.2	-8.9	1.0	-5.2	-5.7	11.9	2.4	-3.8
CCOc1ccc(CN2C(=O)c3ccccc3C2C(=O)NCC2CCCO2)cc1 (stereo not drawn)	3.8	-7.8	-16.3	6.8	1.4	16.3	4.0	1.0	2.2	-1.8
CN(C)C(=O)NC1CCCCCCCCCCC1	x	-3.0	-7.8	-18.8	1.0	7.8	1.4	-7.3	-3.2	-3.6
Cn1cc(CN2CCCC(CNC(=O)c3ccc4c(c3)OCO4)C2)c2ccccc21 (stereo not drawn)	-1.5	-0.7	-7.7	-23.6	-3.4	7.7	-5.6	-6.6	-1.2	3.0
CCOC(=O)/C(C#N)=C1/C=CN(C)C(C)=N1	x	-3.9	-20.2	-12.7	-13.9	20.2	-3.3	-3.0	1.1	13.6
Cc1ccc(OCC(=O)Sc2ccc(C)cc2)cc1	x	6.1	-49.4	6.6	0.7	49.4	-2.4	13.3	-2.2	0.8
COc1ccc(C(=O)CC(=O)C(=O)Nc2c(C)cccc2C)cc1	2.7	0.5	-11.7	2.4	-0.7	11.7	-2.9	-1.9	-2.6	1.9

Reprinted at random: two compounds from above, in no set order.
SMILES	Wnt bcat act	Rtt109 Vps75	SR-BI DiI inh	PvdQ inh	CDK5 p35 inh	SR-BI DiI-HDL act	dFosB act	MITF TRPM1 HTS	HTR5A ag	cardiac RTF act
O=C(NCCCN1CCCC1=O)c1ccc(S(=O)(=O)Nc2ccccc2)cc1	-5.3	-2.9	-10.8	-13.4	-0.5	10.8	-4.3	1.4	-1.4	0.7
COc1ccc(C(=O)CC(=O)C(=O)Nc2c(C)cccc2C)cc1	2.7	0.5	-11.7	2.4	-0.7	11.7	-2.9	-1.9	-2.6	1.9
